Screens from PubChem BioAssay.
HTT aggregate: reduces HttQ103-GFP aggregates in PC12 cells | PC12 HttQ103-GFP aggregates, Acumen cytometry, 40 h | Potency, µM (series often up to 46.1 µM), inactives show at the highest dose activity change, negative = inhibition, hits mostly inhibitors | actives 1.1% (n = 220,000) | AID 1688; further: potency means the concentration at half of the fitted maximal effect; on the % scale 0 is the no-effect control and ±100 the full control effect; nearly all actives have a fitted effect of over 60% in size
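Aggregates are detected as GFP objects 1–25 µm with signal 6 STDEV over background in lysates of induced PC12 cells. These carry Huntingtin exon 1 with 103 glutamines fused to GFP under an ecdysone promoter; compounds titrated.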
KinaseGlo FLuc: Kinase-Glo luciferase inhibition (counter-screen); Potency, µM (highest dose often 38.3 µM), inactives show at the top dose activity change, negative = inhibition, actives largely listed as inhibitors; actives 0.28% (n = 200,000); AID 1379; Kinase-Glo luciferase, ATP luminescence, 8 min; further: potency means the concentration at half of the fitted maximal effect; on the % scale 0 is the no-effect control and ±100 the full control effect; nearly all actives have a fitted effect of over 60% in size
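Inhibition of Kinase-Glo luciferase light generation was assessed at 10 uM ATP in pH 7.2 imidazole buffer, with luminescence measured after eight minutes at ambient temperature.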
HTT ATP protect: cytoprotection in Huntington HTT-Q103 PC12 cell model. AID 1471. actives 0.14% (n = 230,000). Potency, µM (highest dose often 56.4 µM), without a hit: cytoprotection (ATP increase), most hits filed as activators. PC12 HTT-Q103 induced, cytoprotection, ATP luminescence, 40 h;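 further: potency means the concentration at half of the fitted maximal effect; % of control where 0% means no effect; nearly all actives have a fitted effect of over 45% in size; toxic huntingtin expression switched on by the ecdysone agonist tebufenozide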
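Compounds added alongside 100 nM tebufenozide, which induces toxic Q103 huntingtin exon 1-GFP in stable PC12 cells; surviving cells quantified by luminescent ATP measurement. Medium: phenol red-free DMEM, 5% equine and 5% calf serum.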
SMN2 splice enh: SMN2 splice variant enhancement; AID 1458; actives 2.8% (n = 210,000); HEK293 SMN2-luciferase splicing reporter, luminescence, 30-36 h; Potency, µM (series often up to 46.1 µM), for the others: at the top dose activity change, positive = activation, hits mostly activators; further: potency means the concentration at half of the fitted maximal effect; % of control where 0% means no effect; nearly all actives have a fitted effect of over 55% in size
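HEK293 cells carry an SMN2 […]–luciferase reporter in which exon 7 inclusion puts luciferase in frame. Cells were plated 10-12 h before compound addition, then incubated 30-36 h at 37C. ONE-Glo luminescence was read; sodium butyrate at 4.5 mM final served as control.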
IMPase Li cell: cell-permeable IMPase inhibitors with lithium potentiation; CHO-M1 cells, IP1 TR-FRET (IP-One), carbachol + lithium; Potency, µM (titrated, usually from 59.4 µM), inactives show top-dose activity, negative = IMPase inhibition, usual class: inhibitors; actives 0.35% (n = 210,000);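 further: IP1 builds up when IMPase is blocked and the TR-FRET signal falls; potency means the concentration at half of the fitted maximal effect; plate controls were basal vehicle for no effect and high inhibitor control for full effect; nearly all actives have a fitted effect of over 50% in size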
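IP1 accumulation measured by competitive TR-FRET in lysed CHO-M1 cells after 30 min compound exposure at 37C, with a small lithium addition to potentiate weak responses. Hill-equation AC50 from ratio and donor-channel data.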
CBFb RUNX1 block: blocks binding between human CBF-beta and RUNX1. 230,000 tested, under 10 active. Q01196+Q13951. AID 1477. Potency, µM (doses to about 59.8 µM), inactives show at the top dose activity, negative = inhibition, most hits filed as inhibitors. AlphaScreen CBFb-His/RUNX1-biotin binding, biochemical; further: % of control where 0% means no effect
Target sequence (Q01196 whole entry, looked up): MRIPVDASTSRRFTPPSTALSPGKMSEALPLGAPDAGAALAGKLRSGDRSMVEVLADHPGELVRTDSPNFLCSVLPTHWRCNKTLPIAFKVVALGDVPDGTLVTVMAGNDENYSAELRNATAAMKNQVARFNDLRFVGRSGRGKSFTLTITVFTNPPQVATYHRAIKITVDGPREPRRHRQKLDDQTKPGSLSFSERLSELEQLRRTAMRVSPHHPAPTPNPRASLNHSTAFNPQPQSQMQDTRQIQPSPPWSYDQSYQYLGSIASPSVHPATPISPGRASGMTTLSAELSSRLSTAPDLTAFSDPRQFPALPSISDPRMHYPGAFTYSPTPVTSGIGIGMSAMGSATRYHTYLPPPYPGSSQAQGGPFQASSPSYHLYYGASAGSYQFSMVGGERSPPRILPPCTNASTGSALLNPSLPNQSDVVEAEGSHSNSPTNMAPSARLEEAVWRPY
Target sequence (Q13951 whole entry, looked up): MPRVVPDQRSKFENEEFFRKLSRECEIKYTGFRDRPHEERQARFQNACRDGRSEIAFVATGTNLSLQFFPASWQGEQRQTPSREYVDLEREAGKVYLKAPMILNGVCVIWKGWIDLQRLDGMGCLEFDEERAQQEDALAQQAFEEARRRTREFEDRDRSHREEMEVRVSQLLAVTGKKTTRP
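Compounds were screened at multiple concentrations against a preformed CBF-beta(His)/RUNX1(biotin) complex (30 nM of each) for 15 min at room temperature, followed by 90 min with nickel and streptavidin beads and AlphaScreen reading.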
Lamin A splicing: modulators of lamin A splicing; HeLa LMNA splicing GFP/RFP minigene ratio, 48 h; actives 0.01% (n = 200,000); Potency, µM (titrated, usually from 46.1 µM), without a hit: at the top dose ratio change, negative = inhibition, actives largely listed as inhibitors; AID 1487; active means well fitted inhibition curve with a large enough effect in the signal ratio, with a control signal flat, not every such curve was filed as active; inconclusive means small, poorly fitted or top-dose-only effect, or effect the other way, or a change in a side signal; the % refers to the signal ratio; further: potency means the concentration at half of the fitted maximal effect; on the % scale 0 is the no-effect control and ±100 the full control effect
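S3 HeLa cells stably expressing lamin A-EGFP splicing minigene plus DsRed2, 600 cells/well, 48 h compound exposure at 37C. Laser-scanning cytometry; analysed as GFP (500-530 nm)/RFP (575-640 nm) total intensity ratio; 0.5% DMSO vehicle.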
Numbers without * were called inactive; ? = inconclusive; / = no result given; & = joins results of further samples; [ ] = remark or other dose. Unless noted, the call rests on the fitted dose curve; in most records, active means well fitted curve in the direction sought with a large enough effect; inconclusive means small, poorly fitted or top-dose-only effect, or another doubt; inactive means no such curve, though single readings can be large; an effect the other way counts as inactive or inconclusive.

SMILES	HTT aggregate	KinaseGlo FLuc	HTT ATP protect	SMN2 splice enh	IMPase Li cell	CBFb RUNX1 block	Lamin A splicing
CCOC(=O)C1(Cc2cccc(F)c2)CCN(C2CCOCC2)CC1	1%[9.22 µM]	-5%	-3%[10 µM]	/	13%	10%	1%[46 µM]
c1ccc(-c2ccc(-c3ccccn3)s2)nc1	-4%[9.22 µM]	/	-43%[10 µM]	/	/	13%	/
CSc1nc(N)nc(SCC(=O)Nc2cccc(F)c2)c1C#N	0%	2%	-3%[10 µM]	-46%[inhibitor]	20%	-3%	?
COc1cc2c(cc1OC)CN(Cc1cc(=O)oc3cc(C)c(C)cc13)CC2	-24%	3%	-6%[10 µM]	-7%	5%	-2%	-10%
CCOC(=O)CNC(=O)c1cn(C)c(=O)c2cc(OC)c(OC)cc12	19%	-3%	9%	-17%	-16%[38.3 µM]	-12%	-5%
Cc1cccc(CC(=O)NCCn2c(C)cc3ccccc32)c1	8%	-2%	/	-9%	-11%	10%	/
CCc1ccc(NC(=O)Nc2ccc3c(c2)N(C)C(=O)CS3)cc1	?	0%	10%	-36%[inhibitor]	14%[38.3 µM]	2%	-6%
Cc1ccc(CONC(=O)c2ccccc2)cc1	-17%[9.22 µM]	/	3%[10 µM]	/	/	5%	/
COc1ccc(OC)c(Cc2nnc(CCC(=O)N3CCC(N4CCCCC4)CC3)o2)c1	-4%[9.22 µM]	0%	-59%[inhibitor][10 µM]	/	21%	-3%	/
CC(C)(C)OC(=O)N1CCC(c2cc(=O)n3[nH]cc(C(=O)Nc4ccc(F)c(Cl)c4)c3n2)CC1	-1%[9.22 µM]	/	-10%[10 µM]	/	/	3%	/
Cc1ccc(C)c(NS(=O)(=O)c2ccc(OCC(=O)NCC3CCCO3)cc2)c1 (centres undefined)	-9%	1%	/	6%	9%	6%	-20%[46 µM]
Cn1ccnc1C1CCCCN1C(=O)c1cc(COc2ccc(F)cc2F)on1 (centres undefined)	9%[9.22 µM]	/	6%[10 µM]	/	/	-3%	/
OCCCNc1cc(-c2ccnc(Nc3cccc(Cl)c3)n2)ccn1	0.71µM*	/	-5%[10 µM]	/	/	13%	/
COc1cccc(-c2nnc(NC(=O)c3ccc(S(=O)(=O)N4CC(C)OC(C)C4)cc3)o2)c1 (centres undefined)	4µM*	14%	-33%[10 µM]	-84%[inhibitor]	5%[38.3 µM]	1%	?
NC(=O)C1(N2CCCCC2)CCN(C(=O)c2ccccc2)CC1	-6%	-2%	-1%	-4%	-14%[38.3 µM]	0%	6%
Cc1nn(Cc2nc(-c3cccs3)no2)c(C)c1Br	-9%	2%	7%	-2%	0%[38.3 µM]	0%	8%
O=S(=O)(NCc1cn2ccccc2n1)c1cc(F)ccc1F	-1%	0%	2%[10 µM]	4%	-5%	9%	-7%
CCc1cc(=O)oc2cc3occ(-c4ccc(OC)c(F)c4)c3cc12	-9%	0%	-59%[inhibitor][10 µM]	-65%[inhibitor]	12%	9%	?
COc1ccc(/C=C/C(=O)Oc2cccc(/C=N/NC(=O)c3cccc(F)c3)c2)cc1	0%	-3%	-22%	11µM*	3%[38.3 µM]	-3%	3%
NC(=O)CC(NC(=O)Cc1cccc2ccccc12)c1ccc(NCc2ccccn2)c([N+](=O)[O-])c1 (centres undefined)	-14%[9.22 µM]	/	24%[10 µM]	/	/	4%	/
N#Cc1cccc(CS(=O)(=O)c2nnnn2-c2cc(C(F)(F)F)cc(C(F)(F)F)c2)c1	/	-1%	?	7%	21%	-9%	/
O=c1c(-c2ccc(Cl)cc2)nc2cnc(N3CCOCC3)nc2n1CCc1ccccc1	/	/	-10%	/	-4%	/	8%
COc1ccc(N(C)S(=O)(=O)c2cccc(C(=O)Nc3nnc(C4CC4)s3)c2)cc1	-21%	0%	-39%[inhibitor]	-12%	5%	-2%	-8%[46 µM]
COc1ccc(C2CN=NC23CCc2ccccc2C3=O)cc1 (centres undefined)	-13%[9.22 µM]	/	14%[10 µM]	/	/	13%	/
Cn1c(NC(=O)c2ccccc2C(F)(F)F)cc(=O)n(C)c1=O	-19%	2%	-7%	-8%	16%[38.3 µM]	7%	-15%
O=C(Nc1ccccc1)NC1CCN(Cc2nnnn2C2CCCCC2)CC1	14%	-3%	-26%	-8%	-2%[38.3 µM]	-4%	3%
O=C1OC(C(=O)Nc2ccccc2)Cc2ccccc21 (centres undefined)	9%	-1%	0%	16%	-4%	11%	?
COc1ccc(-c2cc(-c3cccs3)nc3sc(C#N)c(N)c23)cc1	1%	-2%	/	4%	?	-5%	?
Cc1ccc(C)c2c1cc(C)c1nnc(SCC(=O)Nc3nc4c(s3)CCCC4)n12	18%	1%	-5%[10 µM]	-8%	11%	-6%	?
CCC(=O)N1CCc2cc(OC)c(OC)cc2C1COc1ccc(C(=O)OC)cc1 (centres undefined)	30%	-3%	-2%[1.9 µM]	-27%	32%[38.3 µM]	1%	-5%
CC1CCCCN1CCCNC(=O)c1cc(Br)c(Br)[nH]1 (centres undefined)	4%[9.22 µM]	/	0%[10 µM]	/	10%	5%	/
Cc1ccc(S(=O)(=O)N2CCC(C(=O)O)CC2)cc1	13%[9.22 µM]	-3%	-6%[10 µM]	/	-6%	13%	?
Cc1ccc(S(=O)(=O)/N=C(/c2ccccc2)N2CCOCC2)c(C)c1	15%	5%	-15%	3%	7%	9%	-12%[46 µM]
CCCc1nnc(NC(=O)Nc2ccccc2OC)s1	7%	-1%	16%[10 µM]	25%	0%	1%	-7%
O=C(CSc1ccccc1Cl)N1CCC(c2nc3ccccc3s2)CC1	?	1%	-28%	-24%	6%[38.3 µM]	6%	?
COc1ccc(Cl)cc1NC(=O)c1cccnc1	5%	1%	2%	-23%	-7%[38.3 µM]	-1%	-6%

3 records drawn at random from those above:
SMILES	HTT aggregate	KinaseGlo FLuc	HTT ATP protect	SMN2 splice enh	IMPase Li cell	CBFb RUNX1 block	Lamin A splicing
Cc1ccc(C)c2c1cc(C)c1nnc(SCC(=O)Nc3nc4c(s3)CCCC4)n12	18%	1%	-5%[10 µM]	-8%	11%	-6%	?
CCC(=O)N1CCc2cc(OC)c(OC)cc2C1COc1ccc(C(=O)OC)cc1 (centres undefined)	30%	-3%	-2%[1.9 µM]	-27%	32%[38.3 µM]	1%	-5%
Cc1ccc(S(=O)(=O)/N=C(/c2ccccc2)N2CCOCC2)c(C)c1	15%	5%	-15%	3%	7%	9%	-12%[46 µM]

Next section:
SMILES	HTT aggregate	KinaseGlo FLuc	HTT ATP protect	SMN2 splice enh	IMPase Li cell	CBFb RUNX1 block	Lamin A splicing
CC(/C=C/c1ccc(N(C)C)cc1)=N\N=C(/N)SC1CC(=O)N(c2ccc(C(=O)O)cc2)C1=O (centres undefined)	4%	-7%	-57%[inhibitor][10 µM]	?	-11%	-2%	-1%
O=C(c1ccc(N2CCCC2=O)cc1)N1CCCCCC1	-4%	-1%	8%	-17%	-27%[38.3 µM]	6%	-3%[0.0737 µM]
CCOc1ccc(-c2noc(CCC(=O)O)n2)cc1	-10%	-1%	-29%	11%	-3%[38.3 µM]	1%	-13%
COC(=O)Nc1nnc(-c2ccc(OC)cc2)s1	5%[9.22 µM]	/	-16%[10 µM]	/	/	4%	/
CCC(=O)N(C)CCc1cc2c(c(OC)c1/C=N/NC(=O)c1ccncc1)OCO2	-19%[9.22 µM]	/	-14%[10 µM]	/	/	-3%	/
CCCCCCCC/C=C\CCCCCCCCOC[C@H](COP(=O)([O-])OCC[N+](C)(C)C)OC(C)=O	/	1%	15%&-34%	-2%&-9%	1%&8%	-9%&27%	/
Cc1ccc(-c2nn(-c3ccccn3)c(=O)c3ccccc23)cc1	-9%	-4%	-33%[inhibitor]	-14%	1%	-5%	5%[9.22 µM]
CC(=O)Nc1ccc(NC(=O)CCNS(=O)(=O)c2cccc3nsnc23)cc1	0%	3%	-25%	?	0%	12%	?
CCc1ccc(C(=O)COC(=O)c2n[nH]c3ccccc23)cc1	?	-4%	-24%	-12%	11%	12%	?
COc1ccc(CCNc2nc(C)nc3c2oc2ccccc23)cc1OC	?	0%	-68%[inhibitor][10 µM]	-56%[inhibitor]	51%[activator][38.3 µM]	-8%	?
CCOC(=O)c1sc2cccc(Cl)c2c1N	-17%	1%	23%[10 µM]	9%	-9%	?	-15%
COc1ccccc1N(CC(=O)N1CCCCCC1)S(C)(=O)=O	16%	-4%	0%	7%	-12%[38.3 µM]	1%	4%
Cc1ccc(N(CC(=O)NC2CCCC2)C(=O)c2c(C)noc2C)cc1C	4%	-3%	-7%	-5%	0%[38.3 µM]	0%	16%
CCCCOc1ccc(-c2nc(-c3cccnc3)no2)cc1	?	-3%	-24%[10 µM]	13µM*	39%[activator][38.3 µM]	-2%	-5%
C=CCOc1ccc(/C=N/NC(=O)CN2CCOCC2)cc1OCC	22%	-1%	-27%	-15%	-1%	2%	3%[46 µM]
CC(C)(C)NCC(O)COc1nsnc1N1CCOCC1 (centres undefined)	/	-2%	/	-16%	3%	19%	?
Cc1ccc(/C=N/N2CCN(C3c4ccccc4-c4ccccc43)CC2)o1	12%[9.22 µM]	/	13%[10 µM]	/	/	-29%	/
CCc1sc(C(C2C(=O)CC(C)(C)CC2=O)C2C(=O)CC(C)(C)CC2=O)cc1[N+](=O)[O-]	-13%[9.22 µM]	-1%	9%[10 µM]	/	15%	-3%	?
Cc1nn(Cc2ccccc2Cl)c(C)c1NC(=O)NC12CC3CC(CC(C3)C1)C2	-23%	-2%	-96%[inhibitor]	-22%	9%[38.3 µM]	-7%	9%
CCOC(=O)c1c(NC(=O)c2cc(CC(C)C)on2)sc(C(C)=O)c1C	-12%	3%	14%[10 µM]	-1%&-1%	29%[38.3 µM]	12%	-9%
Cc1cc2ncn(C3CC(=O)N(Cc4ccc(N5CCCC5=O)cc4)C3=O)c2cc1C (centres undefined)	7%	1%	-17%	6%	9%[38.3 µM]	5%	-1%
Cn1c(-c2sccc2OCc2ccc(Cl)cc2Cl)n[nH]c1=S	-8%	-2%	-2%[10 µM]	-22%	-3%	1%	9%[46 µM]
Cc1cc([N+](=O)[O-])cc2c1NC(=O)C2(O)N1CCCCCC1 (centres undefined)	-11%	2%	-3%[10 µM]	15%	6%	2%	-8%
CCn1cc(C(=O)OC)c(=O)c2cc(S(=O)(=O)N(C)C3CCCCC3)ccc21	3%	10%	8%	-24%	-1%	5%	-2%[9.22 µM]
CC1CCCC/C1=N\NC(=S)Nc1ccccc1 (centres undefined)	-10%	-2%	-15%	1%	-5%	-11%	-10%[46 µM]
